High-throughput results: PubChem BioAssay, several laboratories
5-HT1A blocker – human 5-HT1a receptor antagonists, primary screen, cell-based, CHO, Ga15 NFAT-bla reporter; 5-hydroxytryptamine receptor 1A (Homo sapiens), P08908; inhibition, % at 10 µM; CHO 5-HT1a Ga15 NFAT-bla reporter, antagonist mode; 0.68% of 62,000 active;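 active means inhibition above the mean of all tested compounds plus 3 SD, cut at about 43% in these data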;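 further: receptor stimulated by 5-CT agonist at 100 nM near EC80; beta-lactamase reporter measured by ratiometric fluorescence of a cleavable substrate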
Target sequence (P08908 whole entry, looked up): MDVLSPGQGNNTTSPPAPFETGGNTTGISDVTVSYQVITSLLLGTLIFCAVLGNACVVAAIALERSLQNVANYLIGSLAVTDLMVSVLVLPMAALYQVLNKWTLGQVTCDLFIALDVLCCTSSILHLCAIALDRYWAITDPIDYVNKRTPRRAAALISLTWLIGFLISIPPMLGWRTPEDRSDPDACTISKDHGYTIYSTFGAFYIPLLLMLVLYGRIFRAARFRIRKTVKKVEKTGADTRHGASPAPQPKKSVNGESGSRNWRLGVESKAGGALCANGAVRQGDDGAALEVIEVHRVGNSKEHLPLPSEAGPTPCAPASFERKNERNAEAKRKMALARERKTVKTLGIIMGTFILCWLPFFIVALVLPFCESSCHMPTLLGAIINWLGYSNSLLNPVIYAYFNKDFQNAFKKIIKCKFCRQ
Jurkat tox 60K – cytotoxicity toward Jurkat T cells, primary screen, cytotoxicity control, cell-based, Jurkat E6.1, 60K MLSMR library; AID 463, 2006; inhibition, % at 4 µM; Jurkat E6.1 viability, ATP luminescence, 48 h; 1.2% of 56,000 active;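 active means inhibition above the mean inhibition of all tested compounds plus 3 SD, cut at about 28% in these data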
HTR1E agonist – 5-HT1E receptor agonists, primary screen, cell-based, HTS. 5-hydroxytryptamine receptor 1E (Homo sapiens), P28566. CHO 5-HT1E Ga15 NFAT-bla reporter, FRET; 0% DMSO wells, 100% control agonist wells. activation, % at 6 µM. 0.69% of 65,000 active. AID 574, 2007;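 active means activation above a set limit, the screen-wide mean activation plus 3 SD, cut at about 8.5% in these data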;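 further: 100% = positive control agonist at 1 µM giving full maximal response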
5HT1E antag – 5-HT1E receptor antagonists, primary screen, cell-based, HTS. inhibition, % at 6 µM. CHO 5-HT1E Ga15 NFAT-bla reporter, FRET, antagonist. 0.99% of 65,000 active. AID 571, 2007;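 active means inhibition above a set limit, the mean inhibition across every tested compound plus 3 SD, cut at about 29% in these data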;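 further: signal is the 460 over 535 nm emission ratio of beta-lactamase substrate; 0% = agonist plus DMSO wells and 100% = wells without agonist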
S1P1 ag pot – S1P1 agonists and agonism potentiators, primary screen, cell-based, primary and confirmation screens, CRE-bla reporter. 0.57% of 56,000 active. Sphingosine 1-phosphate receptor 1 (Homo sapiens), P21453. S1P1 CRE-bla cells, forskolin, beta-lactamase FRET, potentiator mode; S1P1 agonist co-added at EC20, 2 nM; 100% = saturating reference agonist, 0% = basal. activation, % at 9.5 µM. AID 449, 2006;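 active means activation above a cutoff set at the mean activation of all tested compounds plus 3 SD, cut at about 54% in these data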;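 further: forskolin at 4 µM as EC80 and the EC20 agonist is SEW2871; 100% = SEW2871 at its EC100 plus forskolin at EC80; some compounds past the cut are filed as inactive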
Target sequence (P21453 whole entry, looked up): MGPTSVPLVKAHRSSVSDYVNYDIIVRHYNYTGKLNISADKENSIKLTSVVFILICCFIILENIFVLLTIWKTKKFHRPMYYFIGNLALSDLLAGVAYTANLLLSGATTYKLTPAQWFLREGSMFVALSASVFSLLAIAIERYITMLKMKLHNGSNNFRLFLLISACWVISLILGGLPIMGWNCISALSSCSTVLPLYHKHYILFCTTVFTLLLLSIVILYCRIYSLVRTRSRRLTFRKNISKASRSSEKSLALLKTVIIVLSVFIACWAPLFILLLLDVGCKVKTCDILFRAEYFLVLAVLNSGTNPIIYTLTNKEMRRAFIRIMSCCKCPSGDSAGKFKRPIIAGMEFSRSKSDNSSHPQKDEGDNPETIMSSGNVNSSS
M1 ag – M1 muscarinic receptor agonists, primary screen, CHO-M1 cells, Fluo-4 calcium, agonist mode; Muscarinic acetylcholine receptor M1; Fluo-4 calcium fluorescence; stronger effect = higher value; B-score at 10 µM; 3% of 64,000 active; AID 626, 2007;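 active means fluorescence rise, raw or as B-score row- and column-corrected plate score, outside the 99.7% band of its plate's samples, either direction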
M1 antagonist – antagonists of rat M1 muscarinic receptor; CHO-M1 cells, Fluo-4 calcium, ACh EC80 antagonist mode; stronger effect = lower value; B-score at 10 µM; 3.4% of 64,000 active; AID 628, 2007;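 active means calcium fluorescence response, raw or row-and-column corrected B-score, differing from the plate sample mean either way at a set confidence level, mostly lower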
S1P3 agonist – human S1P3 receptor agonists, primary screen, cell-based, primary and confirmation, NFAT-BLA reporter. Sphingosine 1-phosphate receptor 3 (Homo sapiens), Q99500. S1P3 NFAT-BLA reporter cells, agonism, FRET ratio; relative to 1 µM S1P, basal subtracted. activation, % at 4.5 µM. 0.1% of 60,000 active. AID 373, 2006;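 active means activation above the screen-wide mean plus 3 SD, cut at about 4.5% in these data, passing the limit was not always enough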; further: some compounds called inactive have numbers as strong as hits
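Assay system: CHO cells stably expressing human S1P3, Gα16 and NFAT-β-lactamase reporter. Timing: overnight plating, 4 h compound 37 °C, 2 h substrate RT. Signal: β-lactamase FRET emission ratio 460/535 nm. Measure: percent activation versus median 1 µM S1P response, basal-subtracted, per plate. Repeats: primary screen single test, confirmation screen in triplicate.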
HTR1A agonist – human 5-HT1a receptor agonists, primary screen, cell-based, CHO, Ga15 NFAT-bla reporter; 5-hydroxytryptamine receptor 1A (Homo sapiens), P08908; CHO 5-HT1a Ga15 NFAT-bla reporter, FRET ratio; 0% basal, 100% maximal reference agonist; activation, % at 10 µM; 0.56% of 65,000 active; AID 567, 2006;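 active means activation above the screen-wide mean activation plus 3 SD, cut at about 19% in these data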;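 further: 0% = DMSO wells and 100% = 5-CT at EC100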
* marks the source's active call; other numbers are inactive results; . = not tested or not shown. An unsorted share of the library; 8.9% or so of the library scored in one or more.

SMILES | 5-HT1A blocker | Jurkat tox 60K | HTR1E agonist | 5HT1E antag | S1P1 ag pot | M1 ag | M1 antagonist | S1P3 agonist | HTR1A agonist
O=C1OCCC1Sc1nc2cc(Cl)ccc2s1 (configuration not stated) | 4 | -4 | -0.2 | -5 | -9 | 1.1 | -0.12 | 0.6 | -1.8
CC(=O)C1=C(O)CCC1=N | -12 | -5 | 0.5 | -10 | -6 | 1.3 | -0.67 | 0.0 | -0.7
CCCc1cc(=O)oc2cc(Oc3ncccn3)ccc12 | 6 | 15 | -1.0 | 13 | 8 | 0.099 | -0.041 | -1.4 | -0.7
Nn1c(CSc2nc3ccccc3o2)nnc1CSc1nc2ccccc2o1 | -6 | -8 | -0.4 | -9 | -9 | -1.3 | -0.024 | 0.8 | -0.4
O=C(c1ccc(S(=O)(=O)NCC2CCCO2)cc1)N1CCc2ccccc21 (configuration not stated) | -6 | 9 | -0.3 | -1 | 7 | -2.7 | 0 | -0.9 | -1.0
Cc1nn(-c2ccccc2)c(Cl)c1C(=O)Nc1nnc(C2CCCC2)s1 | 9 | 3 | 0.0 | 2 | -10 | -0.099 | 0.38 | -0.3 | 0.9
CCC(Sc1nncn1C)C(=O)Nc1nnc(-c2ccccc2Cl)s1 (configuration not stated) | 3 | -6 | 0.3 | -2 | -16 | -0.76 | -0.58 | 0.4 | -0.3
Cc1ccc(-c2nnc(N3CCN(C(=O)CSc4ncn[nH]4)CC3)c3ccccc23)cc1 | 7 | 4 | -0.6 | 15 | 21 | 0.97 | -2.9* | -0.9 | 1.1
COc1ccc(C(=O)CSc2nnc(-c3ccccn3)n2Cc2ccco2)cc1 | 19 | 3 | 2.5 | 1 | -8 | 0.025 | -0.14 | -0.4 | -3.9
O=c1c2c(nc3cc(-c4ccccc4)[nH]n13)CCC2 | 1 | 4 | 0.5 | -8 | 9 | . | . | -0.7 | -5.6
Cc1n[nH]c(=S)n(/N=C/c2ccccn2)c1=O | -2 | -7 | 0.3 | 3 | -1 | 0.42 | 0.017 | -1.0 | -1.5
CCN1C2=NCCCN2c2cc(C)c(C)cc21 | 11 | 2 | 0.3 | -4 | -22 | 0.0048 | 0.23 | -0.8 | -1.2
Cc1nc2sc(C(c3ccco3)N3CCN(C(c4ccccc4)c4ccccc4)CC3)c(O)n2n1 (configuration not stated) | 32 | 2 | -0.3 | -3 | -4 | -0.61 | 0.18 | -0.5 | -1.1
COC(=O)C1CCN(C(=O)Cc2ccc(OC)c(OC)c2)CC1 | -15 | -1 | -0.9 | -16 | -7 | -0.0043 | 0.043 | 0.0 | -4.2
COC(=O)c1ccc(O)c(Sc2cc(C(=O)OC)ccc2O)c1 | 12 | 7 | -0.6 | 6 | 14 | 0.92 | -0.83 | -1.0 | -0.3
CCOC(=O)c1cccc(NC(=O)c2cccnc2)c1 | 1 | 1 | 0.3 | -8 | -14 | 0.6 | 0.12 | -0.2 | 0.3
CCOC(=O)N1CCN(CCC(=O)Nc2ccc(C)c(Br)c2)CC1 | -8 | 6 | 0.2 | -1 | 16 | 0.66 | -1 | 0.5 | -0.8
CC1CCCCN1CCNC(=O)c1cc2c(-c3ccccc3F)nn(C)c2s1 (configuration not stated) | 8 | 0 | 0.7 | -5 | -30 | -0.1 | -5.5* | -0.5 | -2.8
Cc1cccn2c(=O)c3cc(C(=O)NCC4CCCO4)c(=N)n(Cc4cccnc4)c3nc12 (configuration not stated) | -17 | 3 | 3.5 | -17 | -6 | -0.017 | -0.91 | 0.8 | 9.5
O=C(CCS(=O)(=O)c1ccc(Br)cc1)N1CCN(c2ccccc2)CC1 | -14 | -5 | 0.4 | -6 | -30 | 0.69 | -0.62 | -0.5 | -6.1
Cc1ccc(-n2nc3c(c2NC(=O)c2ccc4c(c2)OCO4)CSC3)cc1 | 7 | . | 0.6 | 19 | . | -0.84 | -0.016 | . | 5.0
CN(C)/C=C1/C(=O)Nc2ccccc21 | -1 | -5 | 0.7 | 1 | -14 | -0.019 | 0.64 | -0.8 | -1.7
CCN(C(=O)c1cn(C)c(=O)c2cc(OC)c(OC)cc12)c1cc(C)ccc1C | -3 | 2 | 0.9 | -1 | -30 | . | . | -0.1 | -1.3
CCN(Cc1ccccc1)C(=O)CSc1nc(C)cc(C)c1C#N | -9 | 0 | 0.0 | -8 | -15 | -0.21 | -2.4* | 0.0 | -0.2
CCOC(=O)CSc1nnc(CSc2nc(C)cc(C)n2)n1Cc1ccco1 | 6 | -5 | -0.6 | 2 | -4 | 0.58 | 0.012 | 0.2 | -1.0
Continued.
SMILES | 5-HT1A blocker | Jurkat tox 60K | HTR1E agonist | 5HT1E antag | S1P1 ag pot | M1 ag | M1 antagonist | S1P3 agonist | HTR1A agonist
Cc1cccc(C)c1NC(=O)CCCSc1nnnn1C | 3 | -1 | 0.9 | 16 | 13 | 0.21 | -0.61 | 0.6 | -2.5
CC(C)(C)c1nnc(NC(=O)C2CCN(c3ncccn3)CC2)s1 | -14 | 3 | -1.3 | -7 | 2 | 0.47 | 0.32 | -1.1 | -0.1
O=C1C2C3C=CC(CO)(O3)C2C(=O)N1c1ccccc1-c1ccccc1 (configuration not stated) | 104* | 61* | 0.5 | 103* | 154* | -0.022 | 1.1 | -1.2 | -6.8
CCOc1ccc(S(=O)(=O)n2ccnc2)c2ccccc12 | -10 | 6 | -0.5 | 14 | -31 | -0.95 | -0.044 | -1.9 | -1.3
CCOC(=O)c1[nH]c(C)c(/C(O)=C2\C(=O)C(=O)N(CCCN(C)C)C2c2cccnc2)c1C (configuration not stated) | 7 | -10 | -0.2 | -4 | 3 | -0.026 | 0.26 | -0.2 | -2.9
CCOC(=O)C1CCCN(C(=O)CCC(=O)Nc2ccc3nc(N4CCOCC4)cc(C)c3c2)C1 (configuration not stated) | -1 | 3 | -0.3 | 0 | -27 | 5.4* | -1.3 | -0.1 | -2.7
CCN(CC)CCNS(=O)(=O)c1ccc(Cl)cc1 | -13 | 3 | 0.3 | -9 | 20 | -0.28 | 0.32 | 0.1 | -2.6
COc1ccccc1Oc1c(C)oc2c(CN3CCN(CCO)CC3)c(O)ccc2c1=O | -14 | 2 | 1.3 | -20 | -17 | 0.017 | 0.16 | -0.1 | -4.3
CCOC(=O)c1c(C)c(C(=O)Nc2ccc3c(c2)OCO3)c(C)n1C | 20 | 0 | -0.2 | 4 | 20 | 0.012 | 0.64 | -1.4 | -1.9
COc1ccc(CNC(=O)c2cc3c(C)nc4ccccc4c3o2)c(OC)c1 | 17 | 60* | 0.5 | 16 | 94* | 4.9* | -1.6 | -1.5 | 2.2
Cc1ccc(-n2nc(C)c(C3C(C#N)=C(N)OC4=C3C(=O)CCC4)c2Cl)cc1 (configuration not stated) | 3 | 3 | -0.5 | 0 | 17 | 0.012 | -1.1 | -0.6 | -0.4
Cn1c(=O)c2c(-c3ccc(C(C)(C)C)cc3)n(N3CCOCC3)cc2n(C)c1=O | -9 | 3 | 0.5 | 1 | -23 | -1.2 | -0.21 | 0.8 | 1.8
Cc1nc2ncnn2c(C)c1CCC(=O)NCc1ccc2c(c1)OCO2 | -30 | -2 | -0.4 | 0 | 2 | 0.3 | 0.17 | -0.1 | -4.4
C=CCNS(=O)(=O)c1ccc(OCC(=O)OCC)cc1 | 11 | 4 | -0.7 | 3 | . | 0 | 0.31 | -1.5 | -3.0
O=C(CSCC(=O)NC1CC1)Nc1ccccc1 | 4 | 18 | -0.9 | -1 | -17 | . | . | -0.6 | 0.3
O=C(c1ccc(Cl)cc1)C1CCN(C(=O)NC2CCCCC2)CC1 | -13 | 2 | -0.8 | -19 | 4 | -1.6 | 0.006 | -0.3 | 0.8
COc1ccc(OCC(=O)Nc2cc(OC)cc(OC)c2)cc1 | -12 | 3 | -1.1 | 0 | -7 | -0.4 | -0.38 | -1.2 | -4.5
Cc1ccc(O)c(-c2cc(C(=O)NCc3ccncc3)[nH]n2)c1 | 9 | 5 | 1.1 | 0 | -13 | 1 | -0.18 | -1.0 | -0.8
COC(=O)c1ccc(Oc2nc3c(c(=O)n(C)c(=O)n3C)n2CCC(C)C)cc1 | -7 | -3 | -1.1 | 6 | 1 | -0.13 | 0 | -1.4 | 2.1
Cc1ccc2c(c1)CC1(CN2C)C(=O)OC2(CCCCC2)OC1=O | -1 | 3 | -0.6 | 6 | 6 | -0.27 | 0.66 | -1.5 | -1.2
Cc1cc(N2CCC(C)CC2)n2ncc(-c3ccccc3)c2n1 | 16 | -2 | -0.2 | -11 | 1 | 0.89 | -0.052 | 1.5 | 3.4
CC(NC(=O)Nc1ccccc1)C(c1cccs1)N1CCOCC1 (configuration not stated) | 4 | -1 | -0.3 | 8 | 2 | 0.17 | -0.0023 | -0.5 | -2.7
Cc1nc(NC(=O)c2ccc(Br)s2)sc1C(=O)N(C)C | -7 | -3 | 0.1 | -8 | -1 | -0.28 | -0.02 | 0.3 | -0.6
CC(C)CCn1c(N2CCN(c3cccc(Cl)c3)CC2)nc2c1c(=O)[nH]c(=O)n2C | 10 | 8 | 0.2 | 8 | 13 | . | . | -1.4 | -0.8
Cn1c(=O)cc(SCC(=O)N2CCCC2)c2ccccc21 | -19 | 5 | -0.4 | -4 | -20 | 0.13 | -0.2 | -1.4 | -1.1
More structures follow.
SMILES | 5-HT1A blocker | Jurkat tox 60K | HTR1E agonist | 5HT1E antag | S1P1 ag pot | M1 ag | M1 antagonist | S1P3 agonist | HTR1A agonist
O=C(O)CCC(=O)N1CCN(c2ccc(C(=O)c3ccc(F)cc3)cc2)CC1 | -21 | 1 | -0.4 | 8 | . | 0.8 | 0.059 | -0.2 | 0.6
CCOP(C)(=O)C1(C(=O)OCc2ccccc2)CC1 (configuration not stated) | -4 | -2 | -0.2 | -3 | -24 | 0.074 | 0.031 | -0.4 | -1.3
O=C(CN1CC(=O)Oc2ccccc21)NCc1ccco1 | -6 | 2 | -0.6 | -2 | -4 | 0.15 | 0.059 | -0.2 | -0.1
COc1ccc(CN2C(=O)c3cccnc3C2Nc2ccc(OC)c(Cl)c2)cc1 (configuration not stated) | -5 | 1 | -0.6 | 1 | 1 | -0.45 | 2 | -0.3 | -2.0
Cc1nnc(N2CCc3ccccc3C2)[nH]c1=O | 7 | -1 | -0.7 | 5 | -9 | 0.23 | 0.062 | 0.5 | -4.6
Cc1ccc(S(=O)(=O)N(CCO)c2cc3c(s2)CCCC3)cc1 | 1 | 6 | -0.5 | 10 | -2 | 1 | 0.33 | -1.3 | -4.2
